ELG1 repair inh: inhibitors of ELG1-dependent DNA repair in HEK293T cells | HEK293T ELG1-luciferase reporter, luminescence, 16 h; DNA damage induced by 5-fluorouridine | Potency, µM (titrated, usually from 46.1 µM), inactives show at the highest dose activity change, negative = inhibition, usual class: inhibitors | AID 504467 | actives 2.3% (n = 330,000); also: potency is read from the fitted curve at half-maximal effect; % is scaled to controls: 0 for no effect and ±100 for the full control effect; nearly all actives have a fitted effect of over 55% in size
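Overnight (16 hr) co-exposure of 2,000 cells/well to 5-fluorouridine and compound at 37 °C preceded detection. Luciferase was quantified via ONE-Glo luminescence; loss of signal denotes inhibition.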
FLuc counter: counter-screen for miR-21 project: firefly luciferase inhibitors or activators; P08659; Potency, µM (titrated, usually from 57.5 µM), for the others: at the top dose activity change, negative = inhibition, hits mostly inhibitors; actives 6.9% (n = 360,000); purified FLuc, Km substrates, luminescence inhibition;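 also: potency is read from the fitted curve at half-maximal effect; plate controls were vehicle for no effect and reference inhibitor for full effect; nearly all actives have a fitted effect of over 55% in size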
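Purified P. pyralis luciferase (10nM final) with 10uM D-luciferin and 10uM ATP (Km levels) in 50mM Tris acetate pH 7.5, 10mM Mg acetate, 0.01% Tween-20, 0.05% BSA; qHTS 6-point titration, ~60 µM downward; luminescence read.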
p53 reactivator: mutant p53 re-activation in reporter cells | H1299 p53-A138V BP100-luciferase reporter, luminescence, 24 h | Potency, µM (highest dose often 92.2 µM), without a hit: top-dose activity change, positive = activation, usual class: activators | actives 0.063% (n = 320,000) | AID 504706; also: potency is read from the fitted curve at half-maximal effect; % of control where 0% means no effect; nearly all actives have a fitted effect of over 45% in size
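H1299 (p53-null), stable ts p53-A138V + BP100-Luc; 1000 cells/well, Opti-MEM/10% FBS; cpd 4 pt, 1:5; 24 h, 37 deg C, 5% CO2; detection reagent 10 min RT; luminescence.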
Tb PFK inh: inhibitors of T. brucei phosphofructokinase. O15648. actives 0.17% (n = 330,000). T. brucei PFK, ADP-Glo luminescence. Potency, µM (highest dose often 57.5 µM), for the others: at the top dose activity, negative = inhibition, hits mostly inhibitors;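 also: potency is read from the fitted curve at half-maximal effect; 0% = uninhibited 1x PFK enzyme wells and -100% = no-enzyme wells; nearly all actives have a fitted effect of over 60% in size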
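Luminescent ADP detection (ADP-Glo, two-step: ATP depletion then ADP-to-ATP conversion for luciferase) reported PFK activity after 45 min room-temperature reaction of 1.25 nM enzyme with 0.5 mM F6P and 0.1 mM ATP at pH 8.0.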
TRPV1 agonist: agonists of human vanilloid receptor 1 (TRPV1) | AID 540275 | actives 0.19% (n = 320,000) | Q8NER1 | TRPV1-expressing cells, Fluo-8 calcium influx, agonist mode | activation, % at 8.33 µM; in the data active = activation above about 80%; inconclusive = between about 30% and that limit; also: 0% is about no effect
Target sequence (Q8NER1 whole entry, looked up): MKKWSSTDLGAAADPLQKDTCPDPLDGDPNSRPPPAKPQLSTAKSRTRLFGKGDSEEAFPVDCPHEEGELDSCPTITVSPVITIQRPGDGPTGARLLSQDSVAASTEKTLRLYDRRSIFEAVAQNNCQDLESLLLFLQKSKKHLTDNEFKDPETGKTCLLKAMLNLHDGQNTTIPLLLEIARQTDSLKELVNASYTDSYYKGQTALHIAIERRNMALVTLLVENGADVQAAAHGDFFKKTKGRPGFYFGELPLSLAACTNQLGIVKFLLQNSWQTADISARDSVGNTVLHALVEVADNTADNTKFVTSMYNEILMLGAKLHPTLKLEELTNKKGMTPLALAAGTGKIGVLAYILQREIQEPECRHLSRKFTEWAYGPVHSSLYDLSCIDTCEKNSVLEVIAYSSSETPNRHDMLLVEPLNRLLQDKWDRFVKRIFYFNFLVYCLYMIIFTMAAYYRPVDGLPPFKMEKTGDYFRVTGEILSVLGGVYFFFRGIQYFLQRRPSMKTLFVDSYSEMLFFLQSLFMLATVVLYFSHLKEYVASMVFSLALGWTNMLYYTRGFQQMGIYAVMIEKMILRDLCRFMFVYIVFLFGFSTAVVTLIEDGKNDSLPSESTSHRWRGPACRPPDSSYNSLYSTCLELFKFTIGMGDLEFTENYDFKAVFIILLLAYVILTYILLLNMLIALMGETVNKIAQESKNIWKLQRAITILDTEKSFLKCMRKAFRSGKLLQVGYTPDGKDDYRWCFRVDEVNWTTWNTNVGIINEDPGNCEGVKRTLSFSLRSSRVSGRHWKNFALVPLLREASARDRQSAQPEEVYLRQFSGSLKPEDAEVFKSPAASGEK
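Fluo-8 calcium influx in TRPV1-expressing cells, kinetic read (ex 480/em 520 nm). Compound added and read 3 min for agonist activity, followed by capsaicin at EC20 final and 2 min further read for enhancement.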
RORgamma inh: inhibitors of mouse ROR gamma transcriptional activity | Drosophila S2 Gal4-RORgamma UAS-luciferase reporter, 20 h | Potency, µM (highest dose often 53.6 µM), for inactives: at the highest dose activity change, negative = inhibition, actives largely listed as inhibitors | P51450 | actives 5.4% (n = 310,000) | AID 2551; also: potency is read from the fitted curve at half-maximal effect; % is scaled to controls: 0 for no effect and ±100 for the full control effect; nearly all actives have a fitted effect of over 60% in size
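Stably transfected Drosophila Schneider cells are the test system, with ROR gamma fused to Gal4 and luciferase under UAS control; luminescence is read after 20 hr of 700 uM copper sulfate induction at ambient temperature.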
ELG1 genotox: genotoxicity induction in ELG1-luciferase HEK293T cells | AID 504466 | HEK293T ELG1-luciferase reporter, luminescence, 16 h | Potency, µM (doses to about 46 µM), for the others: at the top dose activity change, positive = activation, hits mostly activators | actives 1.3% (n = 330,000); also: potency is read from the fitted curve at half-maximal effect; % of control where 0% means no effect; nearly all actives have a fitted effect of over 60% in size
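Screening used a luciferase reporter fused to human ELG1 in HEK293T cells. Luminescence was read on a CCD plate imager after 16 hr exposure and 30 min ONE-Glo incubation.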
VP16 counter: Gal4-VP16 reporter inhibition counter-screen; Drosophila S2 Gal4-VP16 UAS-luciferase, luminescence, 20 h; Potency, µM (top dose mostly 53.6 µM), for inactives: at the top dose activity, negative = inhibition, actives largely listed as inhibitors; actives 3.5% (n = 310,000); AID 2546;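 also: Gal4-VP16 expression switched on by copper sulfate through the metallothionein promoter; potency is read from the fitted curve at half-maximal effect; % is scaled to controls: 0 for no effect and ±100 for the full control effect; nearly all actives have a fitted effect of over 50% in size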
NPC1 prom act: NPC1 promoter activation; Huh7 NPC1 promoter luciferase reporter, 24 h; Potency, µM (doses to about 9.22 µM), without a hit: at the highest dose activation, actives largely listed as activators; actives 2.4% (n = 320,000);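 also: potency is read from the fitted curve at half-maximal effect; % of control where 0% means no effect; nearly all actives have a fitted effect of over 60% in size; reporter is driven by a mutant NPC1 promoter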
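Luminescence from an NPC1 promoter-driven luciferase reporter in stably transfected Huh7 cells was measured after 24 h compound treatment at 37 °C, followed by 10 min ambient incubation with luciferase detection reagent.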
Rab9 prom act: activators of Rab9 promoter. AID 485297. actives 2.8% (n = 320,000). Huh7 Rab9 promoter-luciferase reporter, luminescence, 24 h. Potency, µM (highest dose often 9.22 µM), for the others: at the top dose activation, negative = inhibition, usual class: activators; also: potency is read from the fitted curve at half-maximal effect; % of control where 0% means no effect; nearly all actives have a fitted effect of over 60% in size
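Luciferase signal after 10 min detection reagent at ambient indicates Rab9 promoter upregulation; stably transfected Huh7 cells were treated 24 h with compound in DMSO at 37 °C, 5% CO2.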
BRCA1 expr up: increases BRCA1 expression. MCF7-BRCA1-FFLuc reporter, luminescence, 48 h; response scale: scaled: vehicle 0%, 10 µM genistein 100%. Potency, µM (top dose mostly 46.1 µM), for inactives: at the highest dose activation, usual class: activators. actives 1.1% (n = 380,000). AID 624202; also: potency is read from the fitted curve at half-maximal effect; nearly all actives have a fitted effect of over 80% in size; some results filed as inactive show a strong effect at the top dose
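First, MCF7-BRCA1-FFLuc cells (2000/well) attach for 2 h; next, compounds are pin-added and incubated 48 h at 37 °C; finally, luciferase reagent is added and luminescence read after 15 min.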
The depositor's hits bear a star; ? = inconclusive; . = not tested or not shown. Unless noted, calls follow the shape of the dose curve; as a rule, active = well fitted curve in the direction sought with a large enough effect; inconclusive = small, poorly fitted or top-dose-only effect, or another doubt; inactive = no such curve, though single readings can be large; an effect the other way counts as inactive or inconclusive.

SMILES | ELG1 repair inh | FLuc counter | p53 reactivator | Tb PFK inh | TRPV1 agonist | RORgamma inh | ELG1 genotox | VP16 counter | NPC1 prom act | Rab9 prom act | BRCA1 expr up
Cc1ccc(-c2nnn(CCC(=O)Nc3ccc4c(c3)OCO4)n2)cc1 | 15% | -1% | 5% | -2% | ? | ? | 2% | ? | -3% | 5% | -1%
CCc1ccc(C(=O)N/N=C/c2ccc(Cl)cc2Cl)nc1 | ? | 7.6µM* | 14% | 1% | ? | ? | 6% | ? | 10% | 22% | .
Cc1cc(C)c(C)c(OCC(O)CN2CCN(c3ccccn3)CC2)c1 (stereo not given) | -14% | 5% | -7% | -2% | 1 | -28% | -4% | -13% | 0% | 2% | -31%
COc1ccc(CN(C)CCc2ccccn2)c(OC)c1OC | -14% | 11% | -8% | 2% | 0 | -6% | 0% | -1% | -4% | -5% | 4%
CC(=O)Oc1ccc2c(=O)oc(-c3ccccc3)nc2c1 | -12% | 7.6µM* | . | 0% | -1 | 11% | 1% | -7% | 1% | 0% | -35%
CC(C)(C)C1CCC(C(=O)OCC(=O)c2ccc[nH]2)CC1 (stereo not given) | 10% | ? | -2% | 0% | 26 | -31% | 0% | -10% | -3% | -4% | -27%
COc1ccc2ncc(OC(C)=O)cc2c1 | 10% | -1% | 9% | 2% | -1 | 44% | 1% | 2% | -2% | 0% | 33%
CCNC(=S)N1CCN(S(=O)(=O)c2ccc(Cl)s2)CC1 | ? | . | -8% | 3% | . | . | -7% | . | . | . | -26%
CCn1nc(C(=O)Nc2nc(-c3ccccn3)cs2)c2ccccc2c1=O | 4.1µM* | 0% | -2% | 3% | -1 | . | -3% | . | -9% | -10% | -39%
CNS(=O)(=O)c1cccc(C(=O)OCC(=O)/C=C2/N(C)c3ccccc3C2(C)C)c1 | ? | 8% | -9% | -2% | -8 | ? | -2% | 0.4µM* | -1% | -2% | -3%
CCN(C(=O)c1ccc2c(=O)n3c(nc2c1)CCCCC3)c1cc(OC)ccc1OC | -7% | 3% | 6% | -5% | 9 | -7% | -2% | 0% | -4% | -8% | -2%
CC1CCN(c2nc(-c3ccc(F)cc3)cc(C(F)(F)F)n2)CC1 | 3% | 2% | -6% | -2% | -1 | -19% | 1% | -4% | 2% | 2% | 2%
Cn1nnnc1Sc1ncnc2scc(-c3ccsc3)c12 | ? | . | -25% | -12% | . | . | -12% | . | . | . | -62%
CCc1nnc(NC(=O)c2cc3ccccc3oc2=O)s1 | 23% | -18% | -5% | 0% | 2 | 22% | ? | -12% | -1% | -4% | -1%
Cc1nn(-c2cccc(C(=O)O)c2)c(C)c1[N+](=O)[O-] | -4% | -10% | -2% | 5% | -1 | -20% | 1% | -9% | -4% | 0% | 0%

Molecules listed so far containing a carbonyl joined to an NH by a bond outside any ring:
SMILES | ELG1 repair inh | FLuc counter | p53 reactivator | Tb PFK inh | TRPV1 agonist | RORgamma inh | ELG1 genotox | VP16 counter | NPC1 prom act | Rab9 prom act | BRCA1 expr up
Cc1ccc(-c2nnn(CCC(=O)Nc3ccc4c(c3)OCO4)n2)cc1 | 15% | -1% | 5% | -2% | ? | ? | 2% | ? | -3% | 5% | -1%
CCc1ccc(C(=O)N/N=C/c2ccc(Cl)cc2Cl)nc1 | ? | 7.6µM* | 14% | 1% | ? | ? | 6% | ? | 10% | 22% | .
CCn1nc(C(=O)Nc2nc(-c3ccccn3)cs2)c2ccccc2c1=O | 4.1µM* | 0% | -2% | 3% | -1 | . | -3% | . | -9% | -10% | -39%
CCc1nnc(NC(=O)c2cc3ccccc3oc2=O)s1 | 23% | -18% | -5% | 0% | 2 | 22% | ? | -12% | -1% | -4% | -1%

(cont.)
SMILES | ELG1 repair inh | FLuc counter | p53 reactivator | Tb PFK inh | TRPV1 agonist | RORgamma inh | ELG1 genotox | VP16 counter | NPC1 prom act | Rab9 prom act | BRCA1 expr up
CCOC(=O)C1(C)C=C(Nc2ccc(O)cc2)C(=O)N1c1ccc(O)cc1 (stereo not given) | ? | -6% | 0% | 2% | 5 | -27% | 0% | ? | 4% | -8% | -10%
Cc1c(O)nc(SCC(=O)Nc2ccc3c4c(cccc24)CC3)n(-c2ccc(F)cc2)c1=O | -5% | -2% | -13% | 3% | -1 | 42% | -3% | 2% | -2% | -3% | -25%
CCOC(=O)c1sc(-c2ccc(F)cc2)cc1NC(=O)Nc1ccccc1OC | -8% | -14% | 2% | -1% | 4 | -3% | -6% | 0% | -7% | -9% | -7%
CCOc1ccc(C(=O)NC(=S)NCCCN2CCOCC2)cc1 | 2% | -1% | 4% | 1% | -1 | ? | 0% | ? | 2% | -2% | -26%
Cc1ccc2c(CC(=O)NNC(=O)c3ccccc3O)coc2c1 | 0% | -25% | 5% | 0% | 4 | . | 0% | . | 13% | -2% | -20%
CS(=O)(=O)N1CCC(C(=O)Nc2ccc(Cl)c(Cl)c2)CC1 | -22% | 0% | -3% | -24% | ? | 37% | -1% | 3% | 0% | -3% | 1%
Cc1cccc(OCC(O)Cn2c(-n3nc(C)cc3C)nc3c2c(=O)[nH]c(=O)n3C)c1 (stereo not given) | -26% | -1% | -19% | 1% | 1 | -1% | -4% | -6% | -2% | 0% | -17%
CC1CC(C)CN(CC(C)(C)NS(=O)(=O)c2ccc(Cl)cc2)C1 (stereo not given) | -13% | 1% | 4% | 5% | 19 | -9% | -6% | -2% | 1% | -6% | -16%
CC(=O)Nc1ccc(S(=O)(=O)N[C@@H](C)C(=O)OCc2cc([N+](=O)[O-])cc3c2OCOC3)cc1 | 1% | 4% | 0% | 0% | 0 | 2% | 3% | -9% | -3% | 0% | 4%
CCOC(=O)C1(Cc2ccccc2C)CCCN(C(=O)c2cc(C3CC3)[nH]n2)C1 (stereo not given) | 1% | 8% | -3% | 2% | 20 | ? | -2% | -2% | -5% | -8% | 0%
CCOC(=O)C1CCN(C(=O)c2cccnc2Oc2ccccc2)CC1 | 14% | -1% | 0% | 1% | 2 | 0% | 1% | 6% | 0% | 0% | -2%
CSCc1cc(N2CCOCC2)nc(SCc2ccc(Cl)cc2Cl)n1 | 18% | 2% | 0% | 4% | -5 | ? | -5% | ? | -8% | -7% | 0%
O=C(CN1C(=O)c2ccccc2C1=O)NCc1ccccn1 | -3% | -1% | -2% | -3% | 1 | -11% | 3% | -14% | -2% | 4% | 0%
COc1cc(NS(=O)(=O)c2ccc(N=Cc3c(C)[nH]n(-c4ccccc4)c3=O)cc2)nc(OC)n1 | 5% | -15% | -7% | 17% | 1 | ? | 0% | -3% | -1% | 0% | 2%
CCN(C(=O)Cc1c(C(=O)O)n(CC)c2ccccc12)c1ccccc1C | -1% | 5% | 24% | -1% | -3 | 30% | -1% | ? | 0% | 0% | -29%
Cc1[nH]ccc(=O)c1OCc1c(Cl)cccc1Cl | 0% | 2% | -7% | -2% | 2 | -25% | 0% | 0% | 0% | -3% | 4%
COc1ccc(N(CC(=O)NC2CCCC2)C(=O)CCC(=O)Nc2cc(C)on2)cc1 | -1% | 0% | 1% | 3% | 1 | 20% | 2% | 5% | ? | 1% | -8%
O=C(Nc1ccccc1)NC1CCS(=O)(=O)C1 (stereo not given) | 14% | 1% | -3% | -4% | 2 | -21% | 0% | 15% | -2% | 0% | -6%
CC1CCC(C(=O)NC(C(=O)NCCN2CCC(C)CC2)C(C)C)CC1 (stereo not given) | 11% | 0% | -5% | 0% | 5 | -9% | -6% | 6% | -6% | -4% | -2%
Cc1ccc(NC2SC(=O)N(CC(=O)O)C2=O)cc1 (stereo not given) | 13% | -1% | 6% | -1% | -1 | -29% | 1% | -10% | -1% | -3% | 2%
CCc1ccc(C2CC(=O)N(c3cccc(F)c3)C3=C2C(=O)OC3)cc1 (stereo not given) | -6% | 5% | 5% | 0% | 8 | 20% | 2% | -13% | 1% | 2% | 0%

Reprinted at random: two entries already listed.
SMILES | ELG1 repair inh | FLuc counter | p53 reactivator | Tb PFK inh | TRPV1 agonist | RORgamma inh | ELG1 genotox | VP16 counter | NPC1 prom act | Rab9 prom act | BRCA1 expr up
COc1ccc(N(CC(=O)NC2CCCC2)C(=O)CCC(=O)Nc2cc(C)on2)cc1 | -1% | 0% | 1% | 3% | 1 | 20% | 2% | 5% | ? | 1% | -8%
CC1CCC(C(=O)NC(C(=O)NCCN2CCC(C)CC2)C(C)C)CC1 (stereo not given) | 11% | 0% | -5% | 0% | 5 | -9% | -6% | 6% | -6% | -4% | -2%

Screening data deposited in PubChem by National Center for Advancing Translational Sciences (NCATS).
